Source: PubChem
Akt phos inh – HTS Assay for Inhibitors of Akt Phophorylation: Primary Screen | activity change, % for hits at 50 µM | Neuro2A IGF-stimulated pAkt S473 HTRF, 20 min; hits give low values | actives 0.32% (n = 360,000); in the data active = activity change below about -80%; inconclusive = mostly about -51% to -80%; note: % is set by controls: 0 for no effect and ±100 for the full control effect
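Neuro2A cells in DMEM with 0.5% FBS, overnight at 37 deg C, given compound at single 50 µM final, then IGF (6 nM final) for 20 min at 37 deg C. Lysed; phospho-Akt Ser473 by HTRF after 24 h, 665/615 ratio.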
CCT chaperon mod – High-Throughput Screening for Modulators of Cytosolic Chaperonin Activity | activity change, % (no concentration beside the values), hits read low | actives 0.3% (n = 360,000) | purified chaperonin ATPase assay, HTRF ADP detection, 30 min; in the data active = activity change below about -30%; note: % is set by controls: 0 for no effect and ±100 for the full control effect
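ATPase activity: ADP formed was measured by HTRF Transcreener (665/615 nm ratio) after 30 min at 37 deg C with 10 uM ATP. Compounds screened at one 76 uM concentration against 40 or 20 nM TRiC in Tris pH 7.4/KCl/MgCl2/DTT buffer.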
S2 tox – Viability Counterscreen for Primary qHTS for Inhibitors of ATXN expression; Potency, µM (highest dose often 56.7 µM), usual class: cytotoxic; S2 cells (HEK-293 line with an ATXN2-luciferase reporter) viability, CellTiter-Fluor protease fluorescence, 24 h; AID 651635, 2014; actives 0.49% (n = 400,000); note: potency is the fitted concentration of half-maximal effect; nearly all actives have a fitted effect of over 40% in size
TGFb inhibitor – qHTS for Inhibitors of TGF-b. actives 1.2% (n = 410,000). HepG2 CAGA-GFP TGF-b/SMAD3 reporter, GFP fluorescence, 18 h; TGF-beta stimulated, 500 pg/mL final. Potency, µM (doses to about 46.1 µM), without a hit: at the top dose activity, negative = inhibition, actives largely listed as inhibitors; note: potency is the fitted concentration of half-maximal effect; % is set by controls: 0 for no effect and ±100 for the full control effect; nearly all actives have a fitted effect of over 65% in size
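Cell-based qHTS in HEPG2 carrying a CAGA-GFP Smad reporter; compounds added before 500 pg/mL final TGF-beta, 18 h incubation at 37 degrees C, GFP fluorescence quantified per cell by imaging cytometry.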
A549 tox – Nrf2 qHTS screen for inhibitors: counterscreen for cytotoxicity | A549 ARE-Fluc cells, CellTiter-Fluor viability, 18-24 h | Potency, µM (highest dose often 46 µM), for the others: at the top dose activity change, negative = cytotoxicity, most hits filed as inhibitors | actives 0.16% (n = 390,000); note: potency is the fitted concentration of half-maximal effect; % is set by controls: 0 for no effect and ±100 for the full control effect
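A549 ARE-Fluc cells in 5% FBS OPTI-MEM, 5000 cells/well, rested 2 h then exposed to compounds in concentration-response for 18-24 h at 37 °C. Viability by CellTiter-Fluor fluorescence (Ex 405/Em 525) after 30 min; luciferase luminescence (BugLite, 15 min, RT) read afterwards.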
Mm-Cpn inhibitor – Inhibitors of TCP-1 ring complex (TRiC) of Methanococcus maripaludis (MmCpn): qHTS; actives 0.031% (n = 330,000); Potency, µM (series often up to 76.9 µM), for inactives: at the top dose activity, negative = inhibition, usual class: inhibitors; AID 504842, 2011; purified Mm-Cpn ATPase, ADP Transcreener TR-FRET; Chaperonin Mm-Cpn (Methanococcus maripaludis); note: potency is the fitted concentration of half-maximal effect; % is set by controls: 0 for no effect and ±100 for the full control effect; nearly all actives have a fitted effect of over 80% in size
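Inhibition of chaperonin ATP hydrolysis is measured as reduced ADP production, detected by competitive TR-FRET in which signal falls with ADP. Final enzyme 25 nM and ATP 10 uM, reacted 30 min at 37°C.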
Nrf2 activator – qHTS of Nrf2 Activators; AREc32 ARE-luciferase reporter (MCF7-derived line), luminescence, 24 h; Potency, µM (doses to about 46.1 µM), for the others: at the highest dose activation, usual class: activators; actives 0.31% (n = 410,000); AID 624171, 2012; note: potency is the fitted concentration of half-maximal effect; % of control where 0% means no effect; nearly all actives have a fitted effect of over 65% in size
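For detection, Steady-Glo was added and plates sat 30 min at RT; before that, AREc32_Fluc cells grown overnight in OPTI-MEM/5% FBS had been treated with 23 nL compound for 24 hr at 37 deg C.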
HepG2 tox – qHTS for Inhibitors of TGF-b: Cytotox Counterscreen; HepG2 CAGA-GFP viability, ATP luminescence, 18 h; Potency, µM (series often up to 46.1 µM), for the others: at the top dose activity change, negative = cytotoxicity, hits mostly cytotoxic; actives 0.76% (n = 410,000); note: potency is the fitted concentration of half-maximal effect; some results filed as inactive show a strong effect at the top dose
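HepG2 CAGA-GFP cells (1000/well, DMEM with 1% FBS) received compound, then TGF-beta at 500 pg/mL final, and were incubated 18 hours at 37 degrees C. Viability was read by CellTiter-Glo luminescence. Media-only wells were set as complete cell-killing and DMSO as no toxicity.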
Nrf2 block – Nrf2 qHTS screen for inhibitors; A549 ARE-Fluc reporter, luciferase luminescence, 18-24 h; actives 2.1% (n = 360,000); Potency, µM (highest dose often 46 µM), without a hit: at the top dose activity change, negative = inhibition, usual class: inhibitors; note: potency is the fitted concentration of half-maximal effect; % is set by controls: 0 for no effect and ±100 for the full control effect; nearly all actives have a fitted effect of over 60% in size
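Quantitative HTS in A549 cells stably bearing an antioxidant response element-firefly luciferase construct. Inhibition of Nrf2-driven transcription was scored by luminescence after 18-24 h of compound exposure at 37 °C.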
* = called active by the depositor; i = inactive; ? = inconclusive; · = not tested or not shown; & = joins results of further samples; [ ] = remark or other dose. Unless noted, calls come from the whole dose curve; as a rule, active = well fitted curve in the direction sought with a large enough effect; inconclusive = small, poorly fitted or top-dose-only effect, or another doubt; inactive = no such curve, though single readings can be large; an effect the other way counts as inactive or inconclusive.

The first two entries, to show the layout:
SMILES,Akt phos inh,CCT chaperon mod,S2 tox,TGFb inhibitor,A549 tox,Mm-Cpn inhibitor,Nrf2 activator,HepG2 tox,Nrf2 block
O=C(O)c1[nH]nc2c1COc1ccccc1-2,i,0.8,i,-7%,10%,0%,-1.7%,2%,6%
CCCCCCSc1cccc(-c2nc3cc(C)ccn3c2NCc2ccccc2)c1,i,-1.0&0.7,?,?,-7%,0%,-0.7%&2.8%,-38%,6%

Main list, from the first entry:
SMILES,Akt phos inh,CCT chaperon mod,S2 tox,TGFb inhibitor,A549 tox,Mm-Cpn inhibitor,Nrf2 activator,HepG2 tox,Nrf2 block
O=C(O)c1[nH]nc2c1COc1ccccc1-2,i,0.8,i,-7%,10%,0%,-1.7%,2%,6%
CCCCCCSc1cccc(-c2nc3cc(C)ccn3c2NCc2ccccc2)c1,i,-1.0&0.7,?,?,-7%,0%,-0.7%&2.8%,-38%,6%
Cc1ccc(S(=O)(=O)N(C)C)cc1NC(=S)N(C)C1CCN(C)CC1,i,0.8,i,7%,5%,0%,-0.3%,13%,2%
Cc1c(NC(=O)Nc2ccc(F)cc2F)c(=O)n(-c2ccccc2)n1C,i,-1.7,i,-4%,10%,0%,-1.6%,3%,10%
CC(=O)C1=C(O)C(=O)N(CO)C1c1ccccc1F (stereo unspecified),i,-0.9,i,-2%,-3%,0%,-0.5%,5%,1%
COc1cc(S(=O)(=O)N2CCN(C(=O)c3ccco3)CC2)ccc1Cl,i,-0.2,?,-5%,-7%,-5%,0.1%,-31%,-7%
CCOC(=O)c1c(-c2cccs2)csc1N,i,-1.5,i,?,-4%,-4%,0.3%,-17%,-11%
CCOC(=O)C1CCN(C(=O)COC(=O)CNC(=O)c2ccc(C(C)(C)C)cc2)CC1,i,2.7,i,-30%,-3%,1%,0.0%,-3%,-1%
N#Cc1c(Oc2ccc3ccccc3c2)sc(C(=O)c2ccccc2)c1N,i,-0.3,i,17%,-5%,1%,0.3%,2%,0%
CN(C)S(=O)(=O)N1CCN(CC(=O)Nc2cc(Cl)ccc2Cl)CC1,i,1.7,i,-18%,-1%,1%,0.2%,-3%,8%
CC(Nc1cccc2ccccc12)C(=O)N/N=C/c1ccccn1 (stereo unspecified),i,-1.5,i,?,9%,2%,2.6%,-22%,-22%
CNC(=S)N(Cc1ccco1)Cc1cc2cc(OC)c(OC)cc2[nH]c1=O,i,-3.8,i,0%,11%,2%,0.4%,-6%,?
Cn1ncc2c(Nc3ccccc3Br)ncnc21,i,1.5,i,6%,-2%,-1%,-0.1%,-6%,-9%
CCOC(=O)C1CCN(C(=O)Cn2c(=O)c3cccn3c3cccnc32)CC1,·,-1.0,·,-24%,?,2%,0.0%,-25%,?
CC1CCN(S(=O)(=O)c2ccc(N3CCCCS3(=O)=O)cc2)CC1,·,·,i,-5%,0%,·,-1.2%,2%,·
CN(c1ncc(C(F)(F)F)cc1Cl)n1cc(C(=O)O)c2ccccc2c1=O,i,-2.4,i,-7%,9%,1%,-0.6%,-18%,-5%
Cc1noc(C)c1CS(=O)(=O)Cc1ccc(Cl)cc1,i,-2.1,i,6%,-3%,5%,0.2%,-8%,1%
O=C1C=CCC(/C=C/c2ccccc2)O1 (stereo unspecified),i,1.4,?,?,-16%,-2%,6.4%,13µM*,2.6µM*
CCC(c1nnnn1-c1c(C)cccc1C)N1CCN(C/C=C/c2ccccc2)CC1 (stereo unspecified),i,0.2,?,?,·,·,4.6%,-12%,·
CC(C)(C)NC(=O)C(OC(=O)c1cccs1)c1ccc(C#N)cc1 (stereo unspecified),i,1.0,i,4%,-2%,0%,0.4%,1%,11%
CCOc1ccc(NC(=O)N2CCN(Cc3ccc4c(c3)OCO4)CC2)cc1,i,-3.9,i,-7%,7%,2%,-0.2%,-24%,-4%
COc1ccc(C2c3[nH]c4ccccc4c3C[C@H]3C(=O)N(c4ccccc4C(=O)NCCN4CCOCC4)C(=O)N23)cc1 (stereo partly specified),i,-0.6,i,-6%,-1%,-2%,3.4%,8%,1%
CCOC(=O)c1cnn(-c2nc(SC)nc3sc4c(c23)CCC4)c1N,?,-2.1,i,2%,-6%,-6%,0.6%,11%,?
CC(=O)Nc1ccc(S(=O)(=O)c2c(N)n(CCN3CCOCC3)c3nc4ccccc4nc23)cc1,i,-3.6,?,44%[activator],10%,-2%,0.0%,-3%,·
O=C(NC(=S)Nc1ccccc1N1CCCCC1)c1ccc(-c2cccc([N+](=O)[O-])c2)o1,i,1.2,i,-2%,-1%,0%,-0.6%,-8%,-26%
COc1ccc(CCc2nnc(CCC(=O)NCc3cc(C(C)C)no3)o2)cc1,i,-6.4,i,2%,0%,1%,2.7%,2%,?
O=C(CSCC(=O)NC1CC1)Nc1ccc2ccccc2c1,i,0.7,i,13%,7%,1%,3.4%,16%,?
CCOC(=O)CC1C(=O)NCCN1S(=O)(=O)c1cccc(C(F)(F)F)c1 (stereo unspecified),i,1.8,i,2%,-8%,-4%,-1.0%,0%,-23%
CCOC(=O)c1cc2sccc2n1CC(=O)OC(C)C,·,-1.0,i,1%,0%,-1%,-0.8%,-8%,0%
Cc1ccc(C(NC(=O)C2CCN(CCOc3ccc(Cl)cc3)CC2)c2ccccn2)cc1 (stereo unspecified),i,-2.3,?,?,·,·,8.5%,-67%,·
COc1ccc(OC)c(Nc2nnc(C)c(=O)[nH]2)c1,i,-0.3,i,0%,0%,1%,-0.4%[9.22 µM],-4%,9%
CCOc1ccc(NC(=O)C(=O)c2cc(C)n(-c3cc(C)cc(C)c3)c2C)cc1,·,·,i,14%,0%,·,0.1%,-25%,?
CCN(CC)c1ccc(N2C(=O)C3CCCCC3C2=O)cc1[N+](=O)[O-] (stereo unspecified),i,-1.8,i,-12%,-9%,0%,-0.3%,11%,-10%
CC(=O)Nc1ccc(NCc2cccs2)cc1,i,-1.5,i,1%,-1%,1%,-0.5%[9.22 µM],-3%,5%
COc1ccccc1N1CCN(C2CCCN(C(=O)c3csc(C)n3)C2)CC1 (stereo unspecified),i,1.2,·,-14%,4%,-2%,-1.0%,-38%,-4%
Cc1ccc(C)c(S(=O)(=O)Nc2ccc(C(=O)N3CCCCC3)cc2)c1,i,-0.1,i,7%,5%,-1%,-0.3%,-11%,?
COc1cc2cc(CCCOC(=O)c3ccc4c(c3)OCO4)oc(=O)c2cc1OC,i,-0.9,i,6%,-8%,-10%,-1.0%,-1%,-4%
O=C(Cc1ccc(NC(=O)N2CCSc3ncccc32)cc1)NCCc1ccccc1,·,·,·,0%,5%,·,2.8%,-12%,-3%
CC1CCC(NC(=O)c2cccc(S(=O)(=O)N3CCN(c4ccccc4)CC3)c2)CC1 (stereo unspecified),i,0.5,i,-18%,-21%,-2%,0.3%,16%,-14%
Cc1cc(C)nc(NC(=O)Nc2ccccc2C(F)(F)F)n1,i,0.7,i,-15%,4%,0%,3.3%,-15%,?
CCc1nnc(NS(=O)(=O)c2ccc(NC(=O)c3cc(Cl)ccc3[N+](=O)[O-])cc2)s1,i,-1.9,i,0%,4%,-2%,-0.4%,5%,2%
O=C(NCCCn1ccnc1)c1ccncc1,i,-0.1,i,22%,15%,0%,0.2%,-7%,22%
COCCn1c(CN(C)Cc2ccccc2)nc2c1c(=O)n(C)c(=O)n2C,i,-0.2,i,-18%,4%,-2%,1.0%,-6%,?
CC(C)(C)C1CCC2(CC1)CC(=O)c1ccccc1O2 (stereo unspecified),i,0.5,i,-7%,-9%,-5%,-1.2%,8%,-18%
O=C1c2nc3cc(-c4ccco4)[nH]n3c(=O)c2CN1Cc1ccccc1,i,-1.4,i,-6%,3%,-1%,26%,-27%,0%
O=C(COc1ccc(Cl)cc1)Nc1cc(-c2ccccc2)no1,·,·,i,1%,11%,·,6.7%,2%,3%
COC(=O)c1cc(C(C)=O)c(C)[nH]c1=O,i,1.4,i,15%,-4%,-22%,0.2%,7%,-4%
Nc1c2c3c(sc2nc(=O)n1N)CCCC3,i,-1.8,i,0%,-3%,-7%,-0.6%,-2%,-4%
CC(C)(C)SCCNC(=O)CN(c1ccc(F)cc1)S(=O)(=O)c1ccccc1,i,0.8,i,5%,-3%,1%,-0.2%,-6%,-12%
O=C(NN=C(Cc1ccccc1)Cc1ccccc1)c1ccncc1,i,-1.7,i,-7%,?,-1%,1.7%,-3%,12%
O=C(CCS(=O)(=O)c1ccc(Br)cc1)Nc1ccc(Cl)cc1F,i,2.5,i,-3%,3%,0%,0.3%,-3%,-1%
Cc1ccc2c(CC(=O)Nc3c(C(=O)Nc4cccc(Cl)c4)oc4ccccc34)coc2c1C,·,·,i,0%,13%,·,-0.3%,13%,-11%
CCOC(=O)C1CCN(C(=O)Cn2ncc3c([nH]c4ccc(C)cc43)c2=O)CC1,·,·,i,12%,-3%,·,0.0%,7%,16%
CCCCCC(=O)NC(=S)NNC(=O)CC,i,-4.8,i,-6%,-5%,-1%,0.2%,-3%,0%
N#Cc1c(N)n(Cc2ccccc2)c(=O)c2cc([N+](=O)[O-])ccc12,i,-8.5,·,30%[activator],-11%,-1%,-0.6%,6%,?
